# High-throughput results (PubChem)
# PfHsp40 rescue = rescue of yeast from PfHsp40 toxicity, primary screen, S. cerevisiae, ATP luminescence; S. cerevisiae expressing PfHsp40, growth rescue; growth rescue, % at 12.5 µM; 340,000 compounds, 0.68% hits; in the data active = growth rescue above about 28%, passing the limit was not always enough; inconclusive = no clear call, values can overlap the other calls;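 note: yeast W303a lacking pdr1 and pdr3 grown in galactose medium; growth measured after three days at 30 °C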
# Anthrax LF inh2 = Bacillus anthracis LF protease inhibitors, primary screen, biochemical, multiplex microsphere, MLPCN library; multiplex microsphere protease cleavage assay; inhibition, % at 10 µM; 360,000 compounds, 0.12% hits; AID 588501, 2011; note: plate controls were buffer without enzyme for full effect and enzyme alone for no effect
# Target sequence (P15917 whole entry, looked up): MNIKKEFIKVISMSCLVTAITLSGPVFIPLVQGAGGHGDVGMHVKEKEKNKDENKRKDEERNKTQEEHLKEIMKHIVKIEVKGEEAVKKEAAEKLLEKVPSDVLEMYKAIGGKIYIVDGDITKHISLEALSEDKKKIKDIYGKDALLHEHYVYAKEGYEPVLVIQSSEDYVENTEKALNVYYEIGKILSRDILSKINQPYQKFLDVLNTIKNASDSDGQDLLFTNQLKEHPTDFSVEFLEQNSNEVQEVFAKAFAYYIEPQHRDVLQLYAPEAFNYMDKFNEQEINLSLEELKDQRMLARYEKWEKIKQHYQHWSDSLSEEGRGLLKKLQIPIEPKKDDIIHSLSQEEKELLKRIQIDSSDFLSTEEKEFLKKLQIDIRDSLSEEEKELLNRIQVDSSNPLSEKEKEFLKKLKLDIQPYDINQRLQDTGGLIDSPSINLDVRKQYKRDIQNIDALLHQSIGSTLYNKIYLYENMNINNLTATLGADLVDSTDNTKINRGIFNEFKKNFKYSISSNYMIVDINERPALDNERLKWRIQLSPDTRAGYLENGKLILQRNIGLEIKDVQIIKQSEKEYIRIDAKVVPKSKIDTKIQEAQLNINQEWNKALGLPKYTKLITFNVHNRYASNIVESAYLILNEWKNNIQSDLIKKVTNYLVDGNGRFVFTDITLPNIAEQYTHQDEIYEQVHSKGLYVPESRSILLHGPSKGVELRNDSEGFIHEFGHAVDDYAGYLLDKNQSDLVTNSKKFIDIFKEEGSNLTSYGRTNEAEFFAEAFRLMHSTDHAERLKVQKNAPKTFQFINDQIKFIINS
# BH1578 lux ind = inducers of Vibrio cholerae quorum light production without autoinducers, primary screen, BH1578 luxS cqsA deficient, single point. 350,000 compounds, 0.16% hits. AID 588436, 2011. activation, % at 18.7 µM. V. cholerae BH1578 lux reporter, luminescence, 6 h; in the data active = activation mostly above about 9.7%, no sharp cut-off; inconclusive = no clear call, values can overlap the other calls; inactive = mostly below about 3.7%; note: not every result past the cut was called active; inactives centre near 0; reference of the scale not given here
# Y pestis TopoI = Yersinia pestis topoisomerase I inhibitors, primary screen, biochemical, cleavage product accumulation, plate reader, single point | AID 504884, 2011 | activity, % at 10 µM | 360,000 compounds, 0.064% hits | DNA topoisomerase I (Yersinia pestis CO92) | Y. pestis Topo-I cleavage product accumulation; in the data active = activity above about 50%, passing the limit was not always enough; inconclusive = no clear call, values can overlap the other calls; note: inactives centre near 2
# TcdB GH inh = TcdB glycohydrolase inhibitors, primary screen, biochemical, single point, plate reader. AID 652162, 2013. 350,000 compounds, 0.24% hits. TcdB glycohydrolase enzymatic assay. inhibition, % at 9.99 µM. Toxin B (Clostridioides difficile), P18177; in the data active = inhibition above about 10%
# 3CLpro inhibitor = SARS-CoV 3CLpro protease inhibitors, primary screen, biochemical, quenched FRET | recombinant SARS-CoV 3CLpro, quenched FRET peptide cleavage | 290,000 compounds, 0.14% hits | Replicase polyprotein 1ab (Severe acute respiratory syndrome coronavirus), P0C6X7 | inhibition, % at 6 µM; in the data active = inhibition above about 12%
# PrPC TRFRET = inhibitors of human cell surface prion protein PrPC, primary screen, cell-based, TR-FRET; Major prion protein (Homo sapiens), P04156; TR-FRET read-out; inhibition, % at 13.8 µM; 370,000 compounds, 0.43% hits; in the data active = inhibition above about 24%; note: 0% = median of the test wells and 100% = reference compound wells
# PriA SSB inh = inhibitors of Klebsiella pneumoniae PriA binding to SSB C-terminal tail, primary screen, biochemical, AlphaScreen; PriA–SSB C-terminal tail interaction (Klebsiella pneumoniae); AlphaScreen SSBct-PriA binding, biotinylated peptide; inhibition, % at 33 µM; 430,000 compounds, 0.6% hits; in the data active = inhibition mostly above about 37%, no sharp cut-off; inactive = mostly below about 20%;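 note: plate controls were negative control peptide for no effect and reference peptide for full effect; strong numbers were not always called active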
# BoNT A protease = BoNT/A light chain protease inhibitors, primary screen, biochemical, flow cytometry, MLPCN library. Botulinum neurotoxin type A light chain protease (Clostridium botulinum A str. ATCC 3502). multiplex microsphere protease substrate cleavage. inhibition, % at 10 µM. 360,000 compounds, 0.17% hits. AID 588499, 2011; note: plate controls were buffer without enzyme for full effect and enzyme alone for no effect
# * hit, by the source's call; i = inactive; ? = inconclusive; · = no result given; & = joins results of further samples. Cut-off read from the data, not from the text of the source, unless noted: active = inhibition above about 30%; inconclusive = no clear call, values can overlap the other calls; inactive = below that. Not all compounds are listed. The share of hits here may be higher or lower than overall.
SMILES,PfHsp40 rescue,Anthrax LF inh2,BH1578 lux ind,Y pestis TopoI,TcdB GH inh,3CLpro inhibitor,PrPC TRFRET,PriA SSB inh,BoNT A protease
N=C1SCC(=O)N1c1ncc(Cc2ccc(F)cc2)s1,?,-4,-0.4,-7,0.0,5,6,0,-1.7
Cc1nnc(N(Cc2ccccc2)C(=O)c2cnccn2)s1,-0.5,0,·,-4,·,2,2,-13,-11
COc1ccc(CCN(C)C(=O)c2cc(S(=O)(=O)N3CCCCCC3)ccc2OC)cc1OC,-0.1,-3,19,3,2.2,·,10,-12,0.4
Nn1c(SCC(=O)N2CCCCC2)nnc1-c1ccncc1,-0.4,-3,-0.5,-4,·,2,-2,-10,0.2
CC1Cc2nc(SCC(=O)NCc3ccccc3)n(Cc3ccccc3)c(=O)c2S1 (stereo unspecified),0.6,-1,-1.5,-9,1.6,-3,0,6,-0.1
CCN(CC)CCNC(=O)CS(=O)Cc1nc(-c2ccc(C)cc2)oc1C (stereo unspecified),-1.5,-8,-0.3,7,·,1,4,-12,-0.2
c1cncc(Nc2nc(-c3cccnc3)cs2)c1,-1.4,-3,-0.5,-7,·,-1,-4,-1,-0.5
Cc1c(CCO)c(=O)[nH]n1S(=O)(=O)c1ccc([N+](=O)[O-])cc1,-1.0,1,-0.8,-2,1.6,0,-49,-12,1.2
COc1ccc(OCC(=O)NNC(=O)c2ccccn2)cc1,-0.2,-6,3.3,2,·,-1,2,-7,-1.1
CCOC(=O)c1c(N)sc(C(=O)OCCOC)c1C,-0.5,0,-0.3,-7,0.2,-2,4,1,0.1
Cn1c(CSc2nc3ccccc3s2)nnc1SCC(=O)NCc1ccccn1,1.6,3,i,5,·,3,-3,-16,1.6
CCN1CCN(Cc2ccc(NC(=O)c3cc(NC(=O)C4=NN(c5ccccc5)C(=O)C4)cc(OC)c3)cc2C(F)(F)F)CC1,-1.6,-14&0,-0.2,1&-9,-0.1&-0.5,·,3&1,3,-0.2&0.0
CN(Cc1cnn(-c2ccc(F)cc2)c1)C(=O)[C@H]1O[C@@H](n2ccc(N)nc2=O)[C@H](O)[C@@H]1O,·,-8,·,·,1.1,·,-4,·,-0.3
Cc1onc(-c2ccccc2)c1C(=O)NCC1CCN(C(=O)c2c(-c3ccccc3)noc2C)CC1,0.2,4,·,1,·,0,-3,-10,-0.6
CC1=C(C)C(=O)C(N2CCOCC2)=CC1=O,0.2,0,i,-12,-0.4,-1,-14,-7,1.2
CC(C)=CC(=O)OCC(=O)Nc1ccc(F)cc1Cl,-0.4,4,-1.0,-9,·,3,7,-8,1.0
COc1ccccc1C(=O)Nc1ccc(C(=O)N2CCCCC2)cc1,-0.7,-6,i,12,1.8,-2,-7,-13,-2.2
CC1=N/C(=C\c2ccc([N+](=O)[O-])cc2)C(=O)N1c1ccc(Cl)cc1,-0.1,8,i,-1,·,-1,-35,0,5.1
O=C(CNC(=O)c1ccc(Br)o1)NCc1cccc(Cl)c1,1.2,-2,-3.6,9,0.0,-3,3,-6,-2.8
O=[N+]([O-])C(/C=C(\Cl)[N+](=O)[O-])=C(N1CCCCC1)N1CCCCC1,-1.1,4,i,0,0.9,6,-10,6,-0.3
COC(=O)c1ccc(NC(=O)CS(=O)(=O)Cc2ccccc2)cc1,-1.0,-1,10,-9,·,1,2,-8,1.0
COc1cc2c(C(=O)N(C)c3cc(Cl)ccc3OC)cn(C)c(=O)c2cc1OC,0.9,-2,i,6,-1.3,-4,8,-11,-1.7
Cc1cccc(/C=C/C(=O)c2cc(Br)ccc(=O)c2O)c1,11,-4,·,-7,·,1,-5,10,0.8
CC(=O)c1c(C)[nH]c(C(=O)CSc2nnc(-c3ccccc3)o2)c1C,-0.9,-3,-1.4,-1,·,1,5,-7,-0.6
CCOC(=O)C1CCN(S(=O)(=O)c2nc3nc(C)cc(C)n3n2)CC1,-0.1,-1,-2.2,0,·,-4,-2,-10,-0.2
[O-][N+]12CCCCC1CCCC2CO (stereo unspecified),-2.0,4,-0.5,0,0.6,-4,5,-9,-0.6
COc1ccc(-c2nc(C#N)c(NCc3ccccc3Cl)o2)cc1,-0.3,0,-2.2,11,·,-4,-3,3,?
CCN1CCN(c2nc(-c3ccccc3Cl)nc3ccccc23)CC1,-0.4,-2,0.8,-6,-0.2,0,-4,-12,-0.7
Cc1ccc(Cn2nc(C)c(NC(=O)CCCn3nc(C)c([N+](=O)[O-])c3C)c2C)cc1,-1.8,0,i,-5,·,-5,-1,-7,-0.5
Oc1ccc(Cl)cc1/C=C/c1ccc2cccc(O)c2n1,160*,2,-1.0,-22,1.8,2,-23,-3,-0.5
COc1cccc(N2CCN(CC(=O)Nc3ccnn3C3CCCC3)CC2)c1,-0.7,2,i,-2,1.0,·,6,-10,0.3
COc1ccc(C(CNC(=O)c2ccc(C)c(S(=O)(=O)N3CCCCC3)c2)N2CCCC2)cc1 (stereo unspecified),-1.0,56*,i,0,1.3,·,-6,0,22
CN(C)CCOC(=O)C12CC3(C)CC(C)(CC(C)(C3)C1)C2,-0.9,4,i,-13,-1.1,0,-5,2,1.2
CCN(CC(=O)NCc1cccs1)C(=O)COc1ccccc1C#N,1.0,1,i,3,-2.8,·,3,-1,-2.2
CC(C)Nc1ncnc2c1ncn2[C@H]1CN(Cc2ccc(Cl)cc2)C[C@@H](CO)O1,·,-3,0.9,2,2.4,·,18,·,0.1
O=C(c1cccc2ccccc12)C1CCCN(C(=O)C2CCOCC2)C1 (stereo unspecified),-0.1,1,i,3,0.7,2,2,-3,0.4
CC(C)NC(=O)c1ccc(C2SCC(=O)N2Cc2ccccc2)cc1 (stereo unspecified),0.0,-2,-7.1,6,0.1,0,10,6,-0.4
CCC(C)NC(=O)c1ccccc1-c1nc2ccccc2[nH]1 (stereo unspecified),-0.3,-1,-0.2,-2,0.5,-2,-8,-7,-0.5
CCc1nc2ccc(C)cc2c(C(=O)Oc2cccc3cccnc23)c1C,-1.3,2,i,4,0.1,-7,0,-10,-0.1
CN(CCC#N)S(=O)(=O)c1ccc2[nH]cc(C(=O)NCCc3ccccc3)c(=O)c2c1,1.2,0,-0.2,-3,-0.5,-2,11,-1,-0.1
O=C1c2cccc(OCC(=O)N3N=C(c4cccs4)CC3c3ccc(F)cc3)c2CCN1Cc1ccccc1 (stereo unspecified),-0.7,0,-0.2,32,2.3,3,11,9,0.6
CCOC(=O)c1sc(=S)n(-c2ccccc2)c1SC,-0.7,-1,i,10,·,-6,-1,-8,-6.1
FC(F)(F)c1cccc(CN2CCSCC2)c1,0.2,-5,i,2,0.9,-5,-3,6,-0.1
CCS(=O)CC(=O)Nc1c(-c2ccccc2)oc2ccccc2c1=O (stereo unspecified),·,·,-0.6,-3,0.5,2,1,-2,·
Cc1ccc(NC(=O)c2cc(S(=O)(=O)N3CCOCC3)ccc2Cl)cc1S(=O)(=O)N1CCOCC1,0.8,-2,i,7,0.3,·,-2,-5,-1.0
Clc1ccc(OCCN2CCCCC2)cc1Cl,-1.1,2,-0.6,-4,·,-5,4,-6,0.8
COc1ccc(-c2noc(-c3ccc(Cl)cc3[N+](=O)[O-])n2)cc1OC,14,-4,0.0,-4,0.1,0,0,13,-1.9
O=S(CC(O)c1ccccc1)c1ccccc1 (stereo unspecified),·,0,i,6,0.4,·,-1,·,-0.4
COC(=O)[C@@H](Cc1ccccc1)NC(=O)CC[C@H]1O[C@@H](n2cc(C)c(=O)[nH]c2=O)C[C@@H]1O,-0.1,-10,i,0,1.2,·,-6,-10,0.0
Cc1ccccc1NC(=O)c1ccc(S(=O)(=O)C(F)F)cc1,-0.4,-1,-0.2,-2,-0.5,1,1,-11,0.8
COc1ccc(C(CNC(=O)C(=O)Nc2ccc3c(c2)OCO3)N2CCN(C)CC2)cc1 (stereo unspecified),0.4,1,-6.2,-3,0.8,·,6,-1,-6.1
O=C(Nc1cccc(Cl)c1)OCc1ccccn1,-0.2,6,0.0,-1,·,3,-3,-14,0.7
O=C(CC[C@H]1O[C@@H](n2ccc(=O)[nH]c2=O)[C@H](O)[C@@H]1O)NCc1cccc2ccccc12,·,5,·,·,-12,·,7,·,0.5
COc1cccc(-c2noc(C3CCCN(C(=O)Cc4ccccc4)C3)n2)c1 (stereo unspecified),-0.6,0,-0.2,34,·,1,-3,-7,-0.5
COc1ccc(NC(=O)N2C[C@@H]3C[C@@H](C2)c2cccc(=O)n2C3)c(OC)c1,0.4,-6,-0.7,-2,0.1,4,5,·,-0.4
COC(=O)c1cc2ccsc2n1CC(=O)Nc1cc(C)cc(C)c1,-1.4,0,i,12,·,2,2,-2,-0.2
CCCCNC(=O)NC1CCCC1,-1.0,1,i,-6,0.7,5,-4,7,0.1
Cc1ccc(C(=O)Oc2ccc([N+](=O)[O-])cc2)cc1S(=O)(=O)N1CCCCCC1,-0.5,3,i,16,·,0,-2,2,1.8
O=C1CCCc2c1nc(-c1ccccc1)n2O,0.5,1,0.9,12,-0.4,-8,·,-1,0.6
Cn1c(CCCOc2ccc(Cl)cc2Cl)nnc1SCC(=O)Nc1cccc(F)c1,1.7,-2,i,32,·,4,-1,-8,-0.8

# Three structures from above, arranged by length of the SMILES, high to low.
SMILES,PfHsp40 rescue,Anthrax LF inh2,BH1578 lux ind,Y pestis TopoI,TcdB GH inh,3CLpro inhibitor,PrPC TRFRET,PriA SSB inh,BoNT A protease
COc1ccc(NC(=O)N2C[C@@H]3C[C@@H](C2)c2cccc(=O)n2C3)c(OC)c1,0.4,-6,-0.7,-2,0.1,4,5,·,-0.4
CCOC(=O)c1sc(=S)n(-c2ccccc2)c1SC,-0.7,-1,i,10,·,-6,-1,-8,-6.1
O=C(Nc1cccc(Cl)c1)OCc1ccccn1,-0.2,6,0.0,-1,·,3,-3,-14,0.7

# Next records:
SMILES,PfHsp40 rescue,Anthrax LF inh2,BH1578 lux ind,Y pestis TopoI,TcdB GH inh,3CLpro inhibitor,PrPC TRFRET,PriA SSB inh,BoNT A protease
Cc1cccc(COC[C@H](Cc2ccccc2)N2CCN(C(=O)c3cccc(C)c3)CCC2=O)c1,·,-2,·,·,1.0,·,-2,·,0.2
O=C(NC1CCCC1)C(c1ccncc1)N(C(=O)c1csnn1)c1ccc(F)c(Cl)c1 (stereo unspecified),-0.3,-6,-0.6,-1,0.5,-6,-7,2,-2.5
Cc1ncc([N+](=O)[O-])n1CCOc1nonc1N,-1.3,-4,-0.3,-3,2.9,-1,-15,-10,-0.5
CCCC(=O)Nc1nnc(SCC(=O)Nc2ccc(OCC)cc2)s1,·,-6,i,-6,7.5,·,-8,·,-0.3
Cn1c(=O)[nH]c(=O)c2c1nc(OC(=O)c1ccccc1)n2CC(O)COc1ccc(F)cc1 (stereo unspecified),-0.5,1,-2.0,42,·,-1,-3,2,-1.0
COc1cccc(-c2nnc(SCC(=O)N(C(C)C)C(C)C)o2)c1,1.8,-3,i,8,·,-4,4,-13,?
COc1ccc(C2CC(c3ccccc3)=NN2S(=O)(=O)c2ccccc2)c(OC)c1 (stereo unspecified),1.9,0,-0.1,25,0.1,0,3,-16,-0.9
O=C(/C=C/c1cccs1)c1cc(Cl)ccc1O,0.3,-4,-2.1,13,0.5,-2,-1,-17,-0.6

# Single values from above:
# Reading of COc1ccc(C2CC(c3ccccc3)=NN2S(=O)(=O)c2ccccc2)c(OC)c1 (stereo unspecified) under BoNT A protease: -0.9
# Reading of COc1cccc(-c2nnc(SCC(=O)N(C(C)C)C(C)C)o2)c1 under Anthrax LF inh2: -3
